CHT PAM – CHT positive allosteric modulators, primary screen, cell-based, membrane potential dye, choline EC20; High affinity choline transporter 1 (Homo sapiens), Q9GZV3; CHT-expressing cells; active compounds read high; LV-AA mutant CHT in HEK293 cells; B-score at 10 µM; 310,000 tested, 0.49% active;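 active means initial fluorescence not abnormally high and integrated response B-score, plate-corrected, over 3 SD above library mean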
Target sequence (Q9GZV3 whole entry, looked up): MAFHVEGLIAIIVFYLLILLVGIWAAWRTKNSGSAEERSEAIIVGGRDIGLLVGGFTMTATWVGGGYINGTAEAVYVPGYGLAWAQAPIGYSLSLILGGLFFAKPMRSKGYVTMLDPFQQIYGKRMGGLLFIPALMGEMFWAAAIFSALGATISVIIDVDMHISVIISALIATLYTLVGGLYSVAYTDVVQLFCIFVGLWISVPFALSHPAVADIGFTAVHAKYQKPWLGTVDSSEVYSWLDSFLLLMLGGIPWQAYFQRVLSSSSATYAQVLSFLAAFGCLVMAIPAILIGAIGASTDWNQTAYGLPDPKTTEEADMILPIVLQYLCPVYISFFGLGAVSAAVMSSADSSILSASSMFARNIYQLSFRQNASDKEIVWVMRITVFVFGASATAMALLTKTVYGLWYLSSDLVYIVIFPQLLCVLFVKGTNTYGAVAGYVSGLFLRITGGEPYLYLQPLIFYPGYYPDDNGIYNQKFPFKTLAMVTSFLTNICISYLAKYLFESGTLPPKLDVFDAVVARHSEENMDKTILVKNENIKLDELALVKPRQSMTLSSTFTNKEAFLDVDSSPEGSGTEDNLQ
OX1R antag-1 – antagonists of human orexin 1 receptor (OX1R); Orexin/Hypocretin receptor type 1 (Homo sapiens), O43613; OX1R-expressing cells, FRET antagonist read-out; inhibition, % at 6.6 µM; 330,000 tested, 1.8% active; AID 485270, 2010; in the data active means inhibition mostly above about 38%, no sharp cut-off; inactive means mostly below about 40%;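 further: 0% = agonist challenge alone and 100% = reference antagonist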
Target sequence (O43613 whole entry, looked up): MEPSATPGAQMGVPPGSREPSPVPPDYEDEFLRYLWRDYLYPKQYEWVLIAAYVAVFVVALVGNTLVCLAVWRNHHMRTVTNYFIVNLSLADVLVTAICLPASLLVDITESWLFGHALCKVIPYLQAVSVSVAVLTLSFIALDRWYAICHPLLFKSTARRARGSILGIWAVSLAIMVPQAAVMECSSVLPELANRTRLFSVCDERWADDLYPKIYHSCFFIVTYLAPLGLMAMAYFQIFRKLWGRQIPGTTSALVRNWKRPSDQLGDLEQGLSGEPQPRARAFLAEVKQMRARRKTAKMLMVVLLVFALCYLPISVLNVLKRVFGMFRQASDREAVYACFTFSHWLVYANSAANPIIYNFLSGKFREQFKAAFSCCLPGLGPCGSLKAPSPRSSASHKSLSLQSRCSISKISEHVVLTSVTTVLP
OX1R antag-2 – OX1R (HCRTR1) antagonists, primary screen, fluorescence, CHO/OX1R cells, Fluo-8 calcium, orexin A | Orexin/Hypocretin receptor type 1 (Homo sapiens), O43613 | Fluo-8 calcium fluorescence | inhibition, % at 5 µM | 330,000 tested, 0.43% active | AID 434989, 2010;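 active means inhibition above its plate's threshold, mean inhibition of all tested compounds on the plate plus 3 SD, cut at about 37% in these data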;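 further: 0% = orexin A challenge wells and 100% = SB-334867-A antagonist wells; not every result past the cut was called active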
* hit, by the source's call; i = inactive; . = not tested or not shown.

SMILES	CHT PAM	OX1R antag-1	OX1R antag-2
O=C(O)c1c2c(nc3ccccc13)/C(=C/c1cccc([N+](=O)[O-])c1)CCC2	i	36.0	-6.7
CCC(C)Sc1ccc([C@@H]2[C@H]3C(=O)N(CC)C(=O)[C@H]3[C@]3(C(=O)OC)CCCN23)cc1OC (some centres undefined)	i	27.4	-22.0
CN(C)CCNC(=O)CNC(=S)N(Cc1ccccc1)Cc1ccccc1F	i	6.9	-22.1
O=C1CCCCN1CCCC(=O)N1CCCC(Nc2ccc(F)c(F)c2)C1 (centres undefined)	i	20.2	-23.4
O=C(O)c1ccc(C=C(c2nc3ccccc3s2)c2nc3ccccc3s2)cc1	i	27.1	-5.1
CCOC(=O)c1cc(S(=O)(=O)Nc2ccc(OC)cc2OC)cn1C	i	20.0	-20.3
O=C(COc1ccccc1[N+](=O)[O-])Nc1cccc(S(=O)(=O)NC2=NCCCCC2)c1	i	4.7	-27.3
CN(C)S(=O)(=O)c1cc(C(=O)OCCn2cnc3c2c(=O)n(C)c(=O)n3C)ccc1Cl	i	-1.8	-5.6
CCC1(c2ccc(F)cc2)NC(=O)N(CC(=O)N2CCc3ccccc32)C1=O (centres undefined)	.	-3.0	2.5
CCN(C(=O)COC(=O)c1ccccc1O)c1cccc2ccccc12	.	4.2	-28.2
Clc1ccc(OCCn2cnc3ccccc32)cc1	i	7.7	0.9
CC1CCCCN1C(=S)NCc1ccccc1 (centres undefined)	i	27.1	-8.2
O=C(O)c1ccc(NS(=O)(=O)c2ccc(N3CCCC3)c([N+](=O)[O-])c2)cc1	i	2.7	-1.6
CC(C)NS(=O)(=O)c1cc(F)ccc1CN1C(=O)c2cccnc2C1=O	i	12.8	-10.9
CC(=O)c1ccc(S(=O)(=O)N2CCN(C(=O)c3ccccc3Cc3ccccc3)CC2)cc1	i	5.4	-33.2
CN(Cc1cccs1)C(=O)c1ccc(S(=O)(=O)N2CCCCC2)cc1	i	19.4	-12.8
CC(C)N1C(=O)CCC1C(=O)NCc1ccco1 (centres undefined)	i	24.0	5.2
CN(Cc1ccc(C#CCCO)cc1)CC1CCCN(CCc2ccc(Cl)cc2)C1 (centres undefined)	i	3.0	-32.8
COc1ccccc1C(=O)Nc1nnc(-c2ccc(F)cc2)s1	i	10.8	-10.6
CCOc1cccc(C2c3c(oc4ccccc4c3=O)C(=O)N2c2ccccn2)c1 (centres undefined)	i	10.2	-5.0
CCOc1ccccc1-n1c(SCC(=O)N2CCOCC2)nnc1-c1ccccn1	i	8.2	-21.1
COc1cc([N+](=O)[O-])ccc1N1C(=O)CC(Sc2nccc(C)n2)C1=O (centres undefined)	i	5.0	-23.4
CCOC(=O)C(CC)Sc1nc2c(cnn2-c2ccccc2)c(=O)[nH]1 (centres undefined)	i	7.6	-9.7
COc1cc(OC)cc(-n2c3nc4ccccc4nc3c3c(=O)n(CC4CCCO4)cnc32)c1 (centres undefined)	i	-5.3	-4.2
O=C1NC2NC(=O)N(C(Cc3ccccc3)C(=O)O)C2N1 (centres undefined)	i	2.9	1.7
Cc1ccc(OCC(=O)Nc2cc(C(C)(C)C)on2)cc1C	i	-0.5	-24.0
CC(=O)Nc1ccc(C=NNC(=O)c2ccc(NS(=O)(=O)c3cccs3)cc2)cc1	.	8.5	12.9
Cc1cccc(NC(=O)c2ccc3c(Cl)c4c(nc3c2)CCCC4)n1	i	8.7	-15.0
CCOc1cc(S(=O)(=O)NC2CCCCCC2)ccc1F	i	31.5	10.4
Clc1cccc(CNc2nnnn2-c2ccccc2)c1	i	64.7	45.5*
Cc1cccc(NC(=S)NC(=O)CCc2ccccc2)c1C	i	15.9	-27.9
CCOC(=O)Nc1ccc(NC(=O)OCC)cc1	i	1.0	-7.3
CC1CCCCC12NC(=O)N(CC(=O)Nc1cccc(S(=O)(=O)N3CCCCC3)c1)C2=O (centres undefined)	.	-2.0	-57.0
O=C(NCCCNc1ccc(C(F)(F)F)cc1[N+](=O)[O-])c1ccc(Cl)cc1	i	16.4	-8.0
CCn1c(SCC(=O)N(C)c2ccccc2)nc2c([nH]c3ccccc32)c1=O	i	32.5	-32.1
COc1ccc2c(c1)c(CC(=O)OCC(N)=O)c(C)n2C(=O)c1ccc(Cl)cc1	i	4.7	1.1
CSc1ncccc1C(=O)Nc1ccc2nc(C)sc2c1	i	17.6	-28.6
N#Cc1nc(-c2ccc(F)cc2)oc1N1CCC(C(N)=O)CC1	i	-5.7	-10.9
O=C(c1ccccc1)N(Cc1cccc(Br)c1)C1CCS(=O)(=O)C1 (centres undefined)	i	11.5	-9.0
O=C(CSc1ccc(-c2ccco2)nn1)Nc1ccc(F)cc1	i	-10.2	-6.7
Cn1cccc1-c1nc2ccc([N+](=O)[O-])cc2[nH]1	i	11.7	-1.5
Cc1cc(NS(=O)(=O)c2cccs2)no1	i	13.9	-10.1
COC(=O)c1cc2oc3ccccc3c2n1Cc1ccccn1	i	23.9	-13.1
COc1ccc(/C=C2\SC(=S)N(N3C(=O)CCC3=O)C2=O)cc1O	i	24.8	-24.7
C[N+]1(CCCOC(=O)C2(c3ccccc3)CCCC2)CCOCC1	i	15.8	-4.0
O=C(Cn1c(=O)n(CCCC(=O)NC2CCCC2)c(=O)c2ccccc21)NCCC1=CCCCC1	i	23.9	-6.4
Cc1ccc(OCCCCCCN2CCNCC2)c(Br)c1	i	8.2	-11.5
Oc1cc(-n2cccn2)c(O)cc1-n1cccn1	i	7.3	-13.5
COc1ccc(S(=O)(=O)N2CCC(C(=O)NCCc3ccccc3)CC2)cc1	i	14.5	-16.5
Cc1ccc(NC(=O)COC(=O)CC2SC(N3CCCC3)=NC2=O)cc1 (centres undefined)	.	-0.6	2.3

A different layout for some results above:
Molecule,CHT PAM,OX1R antag-1,OX1R antag-2
Cc1ccc(OCCCCCCN2CCNCC2)c(Br)c1,i,8.2,-11.5
Oc1cc(-n2cccn2)c(O)cc1-n1cccn1,i,7.3,-13.5
COc1ccc(S(=O)(=O)N2CCC(C(=O)NCCc3ccccc3)CC2)cc1,i,14.5,-16.5

Going on with the list.
SMILES	CHT PAM	OX1R antag-1	OX1R antag-2
COCCSc1ccccc1C(=O)Nc1ccc(Br)cc1	i	18.9	-18.5
COc1ccc(S(=O)(=O)NC2CCSc3ccccc32)cc1NC(C)=O (centres undefined)	i	5.0	-16.0
COc1ccc(CC(=O)NCc2n[nH]c(=S)n2-c2cccc(C)c2)cc1	i	25.2	-17.5
Cc1ccc(SCC(=O)NCc2cccnc2)cc1	i	13.4	-17.8
CC(=O)Nc1cccc(-c2csc(Nc3cc(C)ccn3)n2)c1	i	24.4	-17.8
CCO[C@H]1OC(C(=O)N2CCCCCCC2)=C[C@@H](c2ccccc2)[C@@H]1CCCO	i	31.0	-38.4
Cc1ccc2[nH]c(C(=O)N3CCN(C=O)CC3)cc2c1	i	7.5	-15.4
COc1ccc(NC(=O)C2CCN(c3ncnc4c3nc3n4CCCCC3)CC2)c(OC)c1	i	-0.3	-10.9
CCCSc1nnc(NC(=O)c2nc(SC)ncc2Cl)s1	i	16.8	-25.9
O=C(c1ccc2c(c1)OCO2)C1CCCN(C(=O)NCc2ccccc2)C1 (centres undefined)	i	10.4	-14.5
Cc1cccc(OCC(=O)O/N=C(\N)c2ccc(Cl)cc2)c1	i	4.3	-21.2
CN1/C(=C\C(=O)COC(=O)c2ccc(O)c(O)c2)C(C)(C)c2ccccc21	i	12.4	40.5*
CC1CCN(S(=O)(=O)c2ccc(C(=O)Nc3ccccn3)cc2)CC1	i	19.9	-19.7
COc1ccc(CC(=O)N(CCC2=CCCCC2)c2c(N)n(Cc3ccccc3)c(=O)[nH]c2=O)cc1OC	i	10.6	-30.4
S=C(Nc1cccc(Cl)c1)N1CCN(c2ccccn2)CC1	i	3.8	-24.8
CN(CCCC1CCCC1)C(=O)CCc1nnc(-c2ccccc2)o1	i	12.2	-27.1
CSc1nnc(C)c(=O)[nH]1	i	2.1	-7.3
COc1ccc(OCC(=O)NC(=S)NNC(=O)COc2ccc(Br)cc2Cl)cc1	i	6.4	-22.6
Cc1n[nH]c(C)c1S(=O)(=O)Nc1ccc2c(c1)OCCO2	i	5.0	-15.7
CCC(Oc1ccccc1)C(=O)Nc1ccccc1C(=O)N1CCOCC1 (centres undefined)	i	27.8	-13.4

5 compounds from above, reduced to OX1R antag-1:
Molecule,OX1R antag-1
CC(C)NS(=O)(=O)c1cc(F)ccc1CN1C(=O)c2cccnc2C1=O,12.8
CC(=O)c1ccc(S(=O)(=O)N2CCN(C(=O)c3ccccc3Cc3ccccc3)CC2)cc1,5.4
CN(Cc1cccs1)C(=O)c1ccc(S(=O)(=O)N2CCCCC2)cc1,19.4
CC(C)N1C(=O)CCC1C(=O)NCc1ccco1 (centres undefined),24.0
CN(Cc1ccc(C#CCCO)cc1)CC1CCCN(CCc2ccc(Cl)cc2)C1 (centres undefined),3.0

3 structures already listed, arranged by molecular weight, largest number first:
SMILES	CHT PAM	OX1R antag-1	OX1R antag-2
O=C(O)c1ccc(NS(=O)(=O)c2ccc(N3CCCC3)c([N+](=O)[O-])c2)cc1	i	2.7	-1.6
CN1/C(=C\C(=O)COC(=O)c2ccc(O)c(O)c2)C(C)(C)c2ccccc21	i	12.4	40.5*
Cc1ccc2[nH]c(C(=O)N3CCN(C=O)CC3)cc2c1	i	7.5	-15.4

Next section:
SMILES	CHT PAM	OX1R antag-1	OX1R antag-2
CCOCCCNC(=O)CC1Oc2ccc(C)cc2NC1=O (centres undefined)	i	7.1	15.4
Cc1ccnc(NC(=O)CCCOc2cc(=O)n(C)c3ccccc23)c1	i	12.0	-11.2
C/C(=N\NS(=O)(=O)c1ccc(C)cc1)c1ccc(C)o1	i	9.7	-35.2
Cc1nn(Cc2c(F)c(F)c(F)c(F)c2F)c(C)c1NC(=O)c1ccc(COc2ccccc2Cl)o1	i	16.8	-13.0
CC1(C)CC[C@]2(CO)CC[C@]3(C)C(=CCC4[C@@]5(C)CC[C@H](O)[C@@](C)(CO)C5CC[C@]43C)[C@@H]2C1 (some centres undefined)	.	5.0	-39.9
COCCn1c(SCc2cnc(-c3ccccc3)s2)nnc1-c1ccncc1	i	22.2	-26.4
COc1ccc(-c2ccc(SCC(=O)Nc3cccc(C(C)=O)c3)nn2)cc1OC	i	5.9	-23.9
CCn1nc(C)cc1C(=O)N1CCCC(C(=O)c2ccc(Oc3ccccc3)cc2)C1 (centres undefined)	i	31.6	-24.7
COc1ccc(-c2cc(=O)oc3cc(OC(C)C(=O)NCC4CCC(C(=O)O)CC4)ccc23)cc1 (centres undefined)	i	28.5	-1.9
CCCCNC(=S)NNC(=O)CCn1cc(C)cn1	i	19.1	-10.7
COc1ccc(-c2cn(Cc3ccc(C(N)=O)cc3)c(-c3ccncc3)n2)cc1	i	14.1	-15.2
Cc1ccc([N+](=O)[O-])cc1NC(=O)Cc1ccc(F)cc1	i	10.9	-10.2
O=C(NNC(=O)c1ccco1)c1ccccc1	i	4.0	-4.3
CCOC(=O)c1nnsc1N	i	17.5	-10.4
COC(=O)c1nc2n(n1)C(c1ccc(OC)c(OC)c1)C(C(=O)OC1CCCCC1)=C(C)N2 (centres undefined)	i	11.2	-23.3
O=C(CCN1C(=O)c2ccccc2C1=O)NC(=S)Nc1cccc(Cl)c1	i	5.1	-6.7
CCCC1Cc2nc(Cl)c(C#N)cc2CO1 (centres undefined)	i	-0.2	-23.1
CN1CCN(C2=C(Cl)C(=O)N(CCc3ccccc3)C2=O)CC1	i	22.0	-16.5
O=C(Cn1c(CO)nc2ccccc21)NCc1ccc2c(c1)OCO2	i	7.3	-17.1
COc1ccc(C2CC(c3ccccc3)Nc3nc(NC(=O)c4ccco4)nn32)cc1 (centres undefined)	i	14.6	-20.2
COc1cccc2c1OC1(C)CC2N(C(=O)c2ccco2)C(=S)N1c1ccc(F)cc1 (centres undefined)	i	18.8	-28.8
CC1CCCC(C)N1C(=O)CSc1nc2c(c(=O)n(C)c(=O)n2C)n1C (centres undefined)	i	12.0	-26.7
C/C(=N/Nc1nc(C)cc(-c2ccccc2)n1)c1ccco1	i	31.3	-28.5
O=C(c1cccnc1)N(Cc1ccccc1)c1ccccc1	i	-0.3	-3.2
CCCCC1CCC(C(=O)OCC(=O)N(CCOC)c2c(N)n(Cc3ccccc3)c(=O)[nH]c2=O)CC1 (centres undefined)	i	-0.2	-9.1
Cc1cccc(/C=N/NC(=O)C2CCCNC2=O)c1 (centres undefined)	i	2.7	4.7
COc1ccc(NC(=O)c2sc3ncn(CC(=O)N4CCCCC4)c(=O)c3c2C)cc1OC	i	9.4	-26.1
O=C(c1ccc(Cl)cc1)c1cnc(Nc2ccccc2Cl)s1	i	26.0	-25.9
CCOC(=O)c1csc(NC(=O)COc2ccc(Cl)cc2Cl)n1	i	9.2	-25.4
O=C(Nc1nc2c(s1)CCCC2)c1cccnc1	i	1.7	-12.6
O=C(NCc1ccccc1)c1ccc(S(=O)(=O)N2CCCc3ccccc32)cc1	i	14.2	-12.6
CN(C)c1ccc(CN(Cc2ccco2)C(=O)c2ccco2)cc1	i	12.8	-7.9
COC(=O)c1sc(S(=O)(=O)N2CCN(c3ccccc3F)CC2)c(C(=O)OC)c1C	.	6.2	-19.4
COCCn1c(C)cc(C(=O)COC(=O)C2CC(=O)N(CCc3ccc(OC)c(OC)c3)C2)c1C (centres undefined)	i	2.9	-22.5
COc1cc(/C(C)=N/NC(=S)NC(C)C)cc(OC)c1OC	i	3.8	-3.8
CC1CN(Cc2cc(=O)n3ccsc3n2)CC(C)O1 (centres undefined)	i	8.1	-6.8
O=C(Cc1ccc(Br)cc1)NCCc1ccc(F)cc1	i	3.8	-6.7

Compound activity: PubChem, several laboratories
